# KLK7 zymogen act = proKLK7 (human) activation, primary screen; P49862; purified proKLK7, EDANS-DABCYL substrate fluorescence; 100% is mature enzyme control, 0% vehicle; activation, % at 7 µM; 0.9% of 370,000 active; AID 652039;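 active = activation above the mean of all tested compounds plus 3 SD, computed per campaign excluding outliers beyond control limits, cut at about 13% in these data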
# ADAM10 inh = ADAM10 inhibition, QFRET primary screen; recombinant ADAM10, EDANS/DABCYL FRET peptide cleavage, 3 h; inhibition, % at 7 µM; O14672; AID 720582; 0.62% of 370,000 active;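 active = inhibition above a per-campaign cutoff equal to the mean of compounds falling between control-based bounds plus 3 SD, cut at about 20% in these data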;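 note: 0% = DMSO wells while the 100% control is not disclosed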
# Tn7 DDE FP = disrupts Tn7 cyclic peptide binding to fibrin D-Dimer-E complex; 0.13% of 370,000 active; AID 720508; FP displacement of FITC-Tn7 peptide from fibrin DD(E); 0% = median of compound wells per plate; inhibition, % at 8.3 µM;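 active = inhibition above the mean of compounds falling within the control limits plus 3 SD of them, cut at about 14% in these data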;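 note: 0% = plate median of compound wells and 100% = 10 µM Aha-Tn7 peptide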
#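 Assay system: human fibrin DD(E) protein / Input: 2 µM fibrin DD(E) / Benchmarks: high control of 10 µM Aha-Tn7 peptide / Measured by: fluorescence polarization of the labelled Tn7 tracer / Medium: Tris buffer with calcium and detergent, pH 7.8 / Timing: 10 min compound pre-incubation, 3 h probe incubation at room temperature / Repeats: one replicate per compound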
# ARFGAP1 inh = inhibits rat ARF GTPase activating protein 1; inhibition, % at 16.5 µM; Arfgap1-stimulated ARF1 GTP hydrolysis, GDP FP detection; 0.26% of 360,000 active;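 active = inhibition above a per-plate limit, mean inhibition of low control wells plus 3 SD, cut at about 25% in these data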;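 note: 0% = DMSO wells with enzyme and 100% = wells lacking Arfgap1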
# Target sequence (Q62848 1-136 limits assumed): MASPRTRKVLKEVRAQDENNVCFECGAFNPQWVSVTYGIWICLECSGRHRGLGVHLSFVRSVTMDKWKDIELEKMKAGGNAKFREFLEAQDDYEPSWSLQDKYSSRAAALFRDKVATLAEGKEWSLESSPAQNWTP
#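 System: truncated rat Arfgap1 GAP domain / Medium: HEPES-based buffer, pH 7.5 / Also added: N-terminally truncated human ARF1-GTP substrate / Incubation: enzyme reaction 120 min at 25 °C after 20 min preincubation / Measured by: FP of antibody-bound GDP Alexa 633 tracer, ex 620/em 688 nm / Replicates: singlicate, each compound tested once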
# ASAP1 inh = inhibitors of human ASAP1 ArfGAP activity | AID 624377 | Q9ULH1 | inhibition, % at 16.5 µM | ASAP1-stimulated ARF1 GTP hydrolysis, GDP FP detection | 0.19% of 360,000 active; in the data active = inhibition above about 25%;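 note: 0% = vehicle with enzyme and substrate and 100% = no enzyme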
# Target sequence (Q9ULH1 325-724 limits assumed): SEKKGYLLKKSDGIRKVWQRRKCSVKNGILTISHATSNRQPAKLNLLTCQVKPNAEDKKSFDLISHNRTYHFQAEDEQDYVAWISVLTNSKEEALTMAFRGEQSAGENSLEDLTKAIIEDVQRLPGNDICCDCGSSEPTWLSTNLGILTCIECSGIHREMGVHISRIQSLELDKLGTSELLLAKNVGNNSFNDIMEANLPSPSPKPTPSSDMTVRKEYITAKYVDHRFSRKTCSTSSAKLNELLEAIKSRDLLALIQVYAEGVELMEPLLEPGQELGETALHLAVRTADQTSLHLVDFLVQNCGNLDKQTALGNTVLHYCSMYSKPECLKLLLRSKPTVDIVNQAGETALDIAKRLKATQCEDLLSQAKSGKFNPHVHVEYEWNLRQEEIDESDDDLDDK
# DDE Tn6 FP inh = inhibitors of Tn6 peptide binding to human fibrin DD(E); Fibrin DD(E) TRITC-Tn6 fluorescence polarization displacement; 0.21% of 370,000 active; P02675; AID 720509; inhibition, % at 8.3 µM;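 active = inhibition above a per-campaign cutoff: mean of compounds within control limits plus 3 SD, cut at about 15% in these data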;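 note: 0% = median of all compound wells on the plate and 100% = blocking peptide control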
# PLCg1 inh = inhibitors of human phospholipase C gamma1. purified PLC-gamma1, fluorogenic substrate, fluorescence. inhibition, % at 12.2 µM. 0.84% of 370,000 active. P19174; in the data active = inhibition above about 9.5%
# ADAM17 inh = inhibitors of human ADAM17. P78536. recombinant ADAM17, EDANS/DABCYL FRET peptide cleavage. inhibition, % at 6.95 µM. 0.83% of 370,000 active. AID 720648;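 active = inhibition above the mean of compounds lying between control limits plus 3 SD, set per campaign, cut at about 8.5% in these data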;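 note: 0% = DMSO-only wells as the low control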
# LEDGF integ inh = blocks HIV-1 LEDGF/p75-dependent DNA integration | TR-FRET IN-LEDGF/p75 DNA integration, Eu/Cy5 | inhibition, % at 3.7 µM | 0.64% of 370,000 active | AID 743269;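 active = inhibition above the screen-wide mean plus 3 SD, cut at about 13% in these data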;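 note: signal is the Cy5 over europium emission ratio at 671 and 618 nm; 0% = plate median of compound wells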
# TDP2 inh = TDP2 (human) inhibition, absorbance primary screen; recombinant TDP2, T5PNP hydrolysis, p-nitrophenol absorbance 415 nm; 0.34% of 370,000 active; O95551; inhibition, % at 12.8 µM;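 active = inhibition above the mean of all tested compounds plus 3 SD, set per campaign, cut at about 25% in these data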;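 note: 0% = DMSO with enzyme and 100% = buffer with substrate but no TDP2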
# Target sequence (O95551 whole entry, looked up): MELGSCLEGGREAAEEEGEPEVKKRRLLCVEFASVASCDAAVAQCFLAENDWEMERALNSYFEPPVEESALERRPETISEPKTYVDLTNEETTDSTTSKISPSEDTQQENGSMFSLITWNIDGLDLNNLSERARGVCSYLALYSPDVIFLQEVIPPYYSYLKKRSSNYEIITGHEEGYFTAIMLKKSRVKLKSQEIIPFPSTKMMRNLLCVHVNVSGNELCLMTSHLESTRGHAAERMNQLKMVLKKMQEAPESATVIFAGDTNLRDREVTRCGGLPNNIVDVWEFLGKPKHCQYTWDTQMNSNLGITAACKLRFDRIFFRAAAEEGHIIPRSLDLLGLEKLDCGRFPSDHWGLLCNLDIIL
#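 Incubation: 2 h at 37 °C; Test system: recombinant human TDP2; Quantity: enzyme 120 nM; Read-out basis: percent inhibition; Medium: 50 mM Tris-HCl pH 7.5 with Mg2+, KCl, DTT, BSA; Repeats: single replicate; Compound: 12.8 µM single point, 1% DMSO; Signal: epi absorbance; Reagent: 5 mM T5PNP chromogenic substrate; Benchmarks: no-enzyme high, DMSO-plus-enzyme low.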
# * marks the source's active call; other numbers are inactive results; i = inactive.
SMILES,KLK7 zymogen act,ADAM10 inh,Tn7 DDE FP,ARFGAP1 inh,ASAP1 inh,DDE Tn6 FP inh,PLCg1 inh,ADAM17 inh,LEDGF integ inh,TDP2 inh
O=S(=O)(CS(=O)(=O)c1ccccc1)c1ccccc1,0.1,-6.4,-3.3,6.3,-1.7,2.3,4.0,3.0,1.6,-5.6
O=C(NCCOc1ccccc1F)c1cccc(S(=O)(=O)N2CCN(c3ccccc3)CC2)c1,-0.1,11.2,11.7,-4.5,1.1,-5.2,-1.2,6.2,-5.5,-6.0
O=C(COc1cccc(C(F)(F)F)c1)NCCCN1CCCC1=O,0.5,-7.5,2.9,-7.2,8.7,-3.0,-5.2,-3.8,-4.0,3.2
COC(=O)C1=C(C)N(C)C(=NCc2ccc(C(F)(F)F)cc2)NC1c1ccccc1C(F)(F)F (configuration not stated),0.6,0.5,3.6,3.3,11.3,10.5,-0.9,0.1,-0.5,-8.4
COc1ccc(CN=C2NN=C(c3ccccc3)CS2)cc1,-0.1,7.2,5.2,13.1,-9.3,1.2,-1.4,0.8,-2.6,6.0
COc1ccccc1-c1noc(-c2ccco2)n1,-0.1,-6.2,-2.4,1.3,0.9,-1.9,-2.5,-4.9,-1.6,3.8
O=C1OC(c2ccccc2)(c2ccc3cc(O)ccc3c2)c2ccccc21 (configuration not stated),0.6,19.2,-7.5,2.7,-9.4,-2.2,3.6,10.2*,3.4,-7.2
CCNC(=O)C1(C)CCN(C(=O)c2cc(OC)c(OC)c(OC)c2)C1 (configuration not stated),0.1,-15.3,6.2,1.8,-4.1,-0.6,-0.9,-4.0,-1.5,-2.0
O=C(CNC(=S)N(Cc1ccc(F)cc1)C1CCCCC1)NCCN1CCOCC1,-0.6,-4.2,3.9,-9.7,-3.4,5.6,2.2,-5.5,-1.4,-0.8
Cc1cc(C)n(CCNC(=O)CC2C(=O)NCCN2CC2CCCCC2)n1 (configuration not stated),1.4,-35.4,0.8,0.4,-4.1,-5.3,-22.1,-19.5,2.9,-6.8
CCN1CCc2c(OCc3ccc(C(=O)OC)o3)cccc2C1=O,-0.7,-5.8,-11.3,-4.4,4.6,1.9,-6.0,-8.0,-0.5,8.0
O=C(NN=Cc1ccc(O)cc1O)c1ccccc1NS(=O)(=O)c1cccs1,-5.0,-56.3,8.9,14.7,0.9,6.5,-120.7,-12.8,-7.3,-9.0
COC(=O)c1ccccc1NC(=O)CSc1nc(Nc2ccccc2)nc(N2CCOCC2)n1,-0.4,17.8,-10.0,8.5,6.7,-11.3,0.5,8.7*,4.5,-5.3
CCOc1cc(OCC)cc(C(=O)N2CCC[C@H]2C(=O)N2CCC[C@H]2C(=O)NCc2cccc(OC)c2)c1,-0.5,7.0,3.4,-3.1,1.5,7.2,1.3,-2.4,4.2,17.1
Cc1nn(-c2ccccc2)c(N)c1C(c1ccccc1)c1c(C)nn(-c2ccccc2)c1N,0.7,-2.4,-11.5,7.9,-4.1,-5.3,0.5,4.7,-0.6,5.8
CC1CC(C)CN(C(=O)COC(=O)Cc2ccc(Cl)cc2)C1 (configuration not stated),-0.4,-0.3,0.7,-3.8,-9.0,10.2,-3.2,-3.5,-5.6,-10.8
Brc1cnc(N2CCOCC2)nc1N1CCCCC1,0.1,-1.2,3.2,-9.1,2.6,-0.3,-1.6,-5.8,-3.5,5.2
COCCNC(=O)CN1C(=O)CSc2cc(S(=O)(=O)N3CCCCCC3)ccc21,0.6,-2.5,13.1,7.3,-1.0,-2.5,-0.1,-0.1,0.8,-6.9
O=C(/C=C/[C@H]1O[C@@H](n2cnc3c(NC(=O)c4ccccc4)ncnc32)[C@H](O)[C@@H]1O)NCCCc1ccccc1,0.6,-10.2,3.1,3.1,-6.7,-5.6,3.0,4.6,-2.8,1.2
CC(C)NC(=O)C12CC3CC(C1)CC(C(=O)NC(C)C)(C3)C2,-0.5,0.8,-5.8,-2.8,3.3,-1.9,0.6,-0.3,1.7,5.1
O=C(Cn1cnc2ccccc21)N/N=C/C(Br)=C/c1ccccc1,0.4,1.7,-11.8,10.3,13.1,-12.2,0.8,3.4,2.0,-7.2
COC(=O)CC1C(=O)NCCN1C(=O)CSc1nc2ccccc2o1 (configuration not stated),0.4,-10.8,10.1,3.3,0.7,6.4,-2.2,-4.1,-6.5,-11.2
CC1C(=O)N(Cc2cn(Cc3ccco3)nn2)CCS(=O)(=O)N1Cc1ccc(-c2ccccc2C(F)(F)F)cc1 (configuration not stated),-0.6,11.4,1.8,-6.4,6.2,3.0,-3.7,1.4,2.8,4.4
O=C(C1CCCN(Cc2cccs2)C1)N1CCCCCC1 (configuration not stated),-0.3,-4.6,0.8,-3.4,-7.8,9.6,-0.1,-5.6,2.3,2.3
Cc1ccc(S(=O)(=O)N2CCN(C(=O)N3CCOCC3)C2c2ccc(N(C)C)cc2)cc1 (configuration not stated),-0.1,0.9,4.2,4.0,-15.6,-5.8,-0.7,-0.1,-0.8,6.0

# 3 neighbouring entries out of the list so far, quoted:
SMILES,KLK7 zymogen act,ADAM10 inh,Tn7 DDE FP,ARFGAP1 inh,ASAP1 inh,DDE Tn6 FP inh,PLCg1 inh,ADAM17 inh,LEDGF integ inh,TDP2 inh
CC1C(=O)N(Cc2cn(Cc3ccco3)nn2)CCS(=O)(=O)N1Cc1ccc(-c2ccccc2C(F)(F)F)cc1 (configuration not stated),-0.6,11.4,1.8,-6.4,6.2,3.0,-3.7,1.4,2.8,4.4
O=C(C1CCCN(Cc2cccs2)C1)N1CCCCCC1 (configuration not stated),-0.3,-4.6,0.8,-3.4,-7.8,9.6,-0.1,-5.6,2.3,2.3
Cc1ccc(S(=O)(=O)N2CCN(C(=O)N3CCOCC3)C2c2ccc(N(C)C)cc2)cc1 (configuration not stated),-0.1,0.9,4.2,4.0,-15.6,-5.8,-0.7,-0.1,-0.8,6.0

# Further results.
SMILES,KLK7 zymogen act,ADAM10 inh,Tn7 DDE FP,ARFGAP1 inh,ASAP1 inh,DDE Tn6 FP inh,PLCg1 inh,ADAM17 inh,LEDGF integ inh,TDP2 inh
Cc1ccc(C2=NNC(=O)C(P(=O)(c3ccccc3)c3ccccc3)C2)cc1 (configuration not stated),0.6,1.7,4.1,-1.2,-0.1,4.0,3.7,9.4*,5.8,-6.2
C[C@@H]1CN([C@@H](C)CO)C(=O)CCCn2nncc2CO[C@H]1CN(C)S(=O)(=O)c1ccccc1C#N,0.5,-4.7,-3.4,3.3,7.2,-1.0,-0.2,-2.2,-0.4,-4.3
O=C(Cc1cccc2ccccc12)Nc1ccc(-c2cc3ccccc3oc2=O)cc1,-112.9,i,-1.2,10.2,-1.4,4.0,i,-170.1,0.1,-6.1
CN(C)c1ccc(-c2[nH][nH]c(=O)c2NC(=O)c2ccc3ccccc3n2)cc1,-11.7,-10.0,-7.4,-6.7,36.2*,-8.9,-135.4,-5.4,30.5*,90.4*
O=C(Nc1cccc(C(=O)N2CCOCC2)c1)C1CCCCC1,0.2,4.7,-3.9,4.2,-1.4,2.3,2.7,-0.6,5.7,5.4
Cc1cc2c(cc1C)CN(c1ccccc1)C2,-0.4,-6.4,2.9,-11.5,1.8,1.3,-3.6,-5.6,0.0,-3.1
COc1cc(CNC(=O)CCCC/C=C/C(C)C)ccc1O,-0.4,-1.7,5.3,-1.0,-8.5,0.1,-2.1,-6.4,-3.0,0.0
CCOC(=O)[C@@H](CCc1ccccc1)N[C@H](C)C(=O)N1[C@H](C(=O)O)C[C@@H]2CCC[C@@H]21,0.5,3.1,0.3,-4.1,-3.1,-7.2,-0.1,-0.1,2.4,-0.5
CCN(CC)C(=O)C1=C(C)N(CCCOC)C(=O)C(CC(=O)NCc2cccc3ccccc23)C1 (configuration not stated),-0.1,-17.0,-1.0,-10.6,-4.0,-4.8,0.4,-6.0,1.5,3.0
COc1ccc(CC/C(=N\O)C2(O)CCCCC2)cc1,-0.1,-7.3,5.0,0.2,-11.2,-3.1,-1.4,-3.2,0.8,-1.6
NC(=O)c1c(NC(=O)c2ccccc2F)sc2c1CCCC2,0.6,-6.0,-2.9,10.7,-2.1,-0.8,-66.2,-1.9,-4.4,6.9
CC1(C)CC(N2CCCC2)=CC(=[N+]2CCCCCC2)C1,-0.2,-1.9,-6.4,1.6,3.7,-3.2,0.7,-2.1,0.4,6.2
O=[N+]([O-])c1ccc(CN2CCN(Cc3c[nH]c4ccccc34)CC2)cc1,0.3,-8.1,3.4,-2.7,6.1,-0.1,2.3,-1.3,1.9,13.3
CS(=O)(=O)N(CC(=O)Nc1ccccc1C(=O)N1CCOCC1)c1cccc([N+](=O)[O-])c1,-0.5,1.8,3.5,-12.0,-5.3,4.8,1.7,-2.8,2.2,6.6
COc1cc(/C=C/C(=O)N2CC(C)OC(C)C2)cc(OC)c1OC (configuration not stated),-0.3,-28.8,-4.5,1.1,4.5,-12.1,-20.4,-11.6,-1.8,0.3
COc1ccc2[nH]c3c(=O)n(CCCC(=O)NC4CCCCC4C)c(=S)[nH]c3c2c1 (configuration not stated),1.1,-14.3,-4.6,-0.7,-3.0,7.6,-1.4,-5.6,2.1,17.7
Cc1ccc(C(=O)OCC(=O)N2C(C)CCCC2C)s1 (configuration not stated),0.8,-7.0,7.7,-1.2,-5.7,1.6,-1.5,0.0,-0.1,-0.1
O=C(NC1CCCCC1)c1cccc(S(=O)(=O)N2CCCCC2)c1,0.5,2.3,5.1,4.8,1.6,-2.4,2.8,-1.4,0.8,5.1
CCc1ccc(C(=O)CSc2nc3ccccc3c(=O)[nH]2)cc1,0.0,1.8,6.0,-3.7,6.8,2.3,-2.0,-2.2,-1.1,-0.3
CC(=O)Nc1ccc(/C(C)=N/NS(=O)(=O)c2ccc(C)cc2)cc1,0.5,5.2,1.2,5.5,-8.3,-2.2,7.9,3.7,0.6,-9.6
CC(C)CN1CN(S(=O)(=O)c2cccs2)c2nc3ccccc3nc21,1.4,-29.0,2.6,-3.4,-5.6,4.9,-7.0,-14.9,0.2,0.3
O=C(CCl)Nc1cccc(Oc2cnccn2)c1,-0.3,-5.3,-0.5,-3.2,7.0,4.3,-0.1,-1.4,-2.4,-1.5
Cc1cc(-c2[nH]nc3c2C(c2ccc(Cl)cc2)C(C#N)=C(N)O3)c(C)s1 (configuration not stated),-0.8,12.8,4.8,-7.1,8.5,-8.8,-12.8,-3.5,0.0,6.5
Cc1ccc2oc(-c3cccc(NC(=O)c4cc(-n5cnnc5)ccc4Cl)c3)nc2c1,-1.9,-3.9,-10.6,-6.7,-0.4,-2.0,-0.5,-2.6,-0.6,-9.9
COc1cc(NC(=O)CN2c3cccc4cccc(c34)S2(=O)=O)cc(OC)c1OC,-0.4,-146.4,-0.1,19.9,3.2,-8.3,-122.2,-50.6,-2.2,-1.2

# Screening results from PubChem BioAssay.
